MKP-3 inhibition – inhibition of rat DUSP6 enzyme activity – biochemical, in vitro, primary screen (AID 425). recombinant MKP-3 phosphatase activity, fluorescence; higher % means a stronger effect. inhibition, % at 20 µM; hits with a dose series show IC50 in µM. actives 0.17% (n = 110,000); in the data active = inhibition above about 50%;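 note: plate controls were vehicle for no effect and reference inhibitor for full effect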
Hsp70 inhibitors – small molecules displacing fluorescent ligand from Hsp70 – biochemical, fluorescence polarization, primary screen (AID 583). Hsp70 fluorescence polarization probe displacement, mP; higher % means a stronger effect. displacement, % at 20 µM, or IC50 in µM where a hit was titrated. actives 0.06% (n = 140,000); in the data active = displacement above about 50%;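 note: plate controls were vehicle for no effect and reference ligand for full effect; a part of the inactive calls stands beside numbers as strong as those of hits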
* = called active by the depositor; . = not tested or not shown; & = joins results of further samples. Some of the compounds tested, so the mix of outcomes need not match the whole.

Below each SMILES – MKP-3 inhibition, Hsp70 inhibitors
> COC(=O)C1CCN(C(=O)Nc2ccc(OC)cc2)CC1
  ., 2.0%
> Cc1ccc(S(=O)(=O)N2CCCN(S(=O)(=O)C3CCS(=O)(=O)C3)CC2)cc1 (configuration not stated)
  2%, -2.4%
> CCCCOc1ccc(C(=O)N2CCN(c3ccc(Cl)cc3)CC2)cc1
  4%, -4.0%
> C=CCn1c(Cc2cccs2)nnc1SCC(=O)c1ccc(F)cc1
  -15%, 3.9%
> COc1ccc(NC(=O)c2c(NC(=O)Cc3ccccc3)sc3c2CCC(C)C3)cc1 (configuration not stated)
  0%, 3.6%
> C=CCSc1nnnn1-c1ccc(OC)cc1
  ., -1.0%
> CCOC(=O)COc1c(Cl)cc(/C=C2\C(=O)NC(=O)N(c3ccc(Cl)cc3)C2=O)cc1Cl
  1%, -0.4%
> N#CC(C(=O)NC1CCCCC1)c1nc2ccccc2nc1N1CCCCC1 (configuration not stated)
  0%, .
> Cc1ccc(N2C(=O)CC(NCCc3ccccc3Cl)C2=O)cc1 (configuration not stated)
  -8%, 3.5%
> Cc1ccccc1NC(=O)c1c(NC(=O)c2ccccc2Br)sc2c1CCCCC2
  5%, -3.1%
> CCSC1=C(C#N)C(c2ccc(O)cc2)C(C(=O)Nc2ccccc2)=C(C)N1 (configuration not stated)
  29%, 1.2%
> Cc1onc(-c2c(F)cccc2Cl)c1C(=O)N1CCN(c2ccccn2)CC1
  4%, -1.2%
> Cc1cnc(NC(=O)c2ccc(Cl)cc2Cl)s1
  -1%, -1.4%
> Cc1ccc2[nH]c(=O)c(CN(CCCO)S(=O)(=O)c3cccc4nsnc34)cc2c1
  -12%, -0.7%
> COC(=O)C1=C(C)N(C)C(=O)NC1c1cccc(O)c1 (configuration not stated)
  2%, -1.6%
> COc1ccc(NC(=O)CN(Cc2ccccc2)S(C)(=O)=O)cc1
  ., 4.9%
> CC(=O)C1=C(O)C(=O)N(CC2CCCO2)C1c1cccc([N+](=O)[O-])c1 (configuration not stated)
  3%, -3.6%
> COc1ccc(C(=O)N2CCN(C3CCCC3)CC2)cc1OC
  2%, -0.3%
> Nc1nnnn1/N=C/c1cccs1
  -7%, -4.1%
> CCOc1cccc(-c2cc(C(=O)NCCCN3CCOCC3)c3ccccc3n2)c1
  -2%, 2.4%
> Cc1ccc(N2CC(C(=O)Nc3ccc(Cl)cc3)CC2=O)cc1 (configuration not stated)
  1%, -2.6%
> O=C1c2cccc3cccc(c23)C(=O)N1CC1CCN(S(=O)(=O)c2ccccc2)CC1
  1%, -0.7%
> CCN(CCO)C(=O)CC(c1ccccc1)c1cc(Br)ccc1O (configuration not stated)
  5%, 4.0%
> COc1ccc(C2=NOC(C(=O)NCc3ccco3)C2)cc1 (configuration not stated)
  ., -2.0%
> O=C(Cn1cnc2c(nnn2-c2ccccc2)c1=O)NCc1ccco1
  -4%, 0.9%
> CC(O)CNc1nc2ccccc2n1-c1ncnc2sc3c(c12)CCC3 (configuration not stated)
  -15%, -3.6%
> CC1=C(C#N)C(NC(=O)c2ccco2)(C(F)(F)F)C(=O)N1 (configuration not stated)
  6%, -2.2%
> O=C(CN1CCC2(CC1)OCCO2)c1c[nH]c2ccccc12
  -11%, -2.8%
> O=C(Nc1sc2c(c1C(=O)NC1CC1)CCCCCC2)c1ccco1
  -13%, -2.8%
> O=c1cc(NC2CCCCC2)c2ccccc2o1
  ., -0.5%
> COc1cc(/C=N/NC(=O)CN2CCOCC2)c([N+](=O)[O-])cc1OC
  2%, 2.6%
> CCOC(=O)CSc1nnc(-c2cccc(Br)c2)o1
  -13%&-2%, 0.1%&-20%
> O=C(Cn1cccc1C(=O)c1ccccc1)NCc1ccccc1
  ., 3.4%
> O=C(CN1C(=O)c2ccccc2S1(=O)=O)NC1CCCC1
  -4%, -1.4%
> C=CCNc1nnc(SCC(=O)N2CCCCC2)c2ccccc12
  -5%, 0.9%
> O=C(c1cccs1)N(CC1CCCO1)c1nc(-c2ccccc2)cs1 (configuration not stated)
  -5%, 0.9%
> COc1cccc(-c2nc(C(N)=O)c3[nH]c(=O)n(-c4ccccc4)c3n2)c1OC
  2%, 4.7%
> O=C(c1ccco1)c1cn(CC(=O)N2CCCCC2)c2ccccc12
  -6%, 1.2%
> CC(C)(C)c1ccc(C(=O)CSc2ncn[nH]2)cc1
  -13%, -2.5%
> Cc1nn(C2CCCCC2)c(N)c1C#N
  2%, -1.6%
> O=C1/C(=C/c2ccc(Br)o2)SC(=S)N1c1cccc(C(F)(F)F)c1
  2%, -5.7%
> O=c1[nH]nc(Sc2ncnc3sccc23)n1CCc1ccccc1
  6%, -3.3%
> O=C(O)/C=C/c1ccc(S(=O)(=O)NCc2cccnc2)cc1
  4%, 0.4%
> CN1CCc2nc(SCCOc3ccccc3)c(C#N)cc2C1
  3%, -2.5%
> Cc1c(=O)n(OCc2c(F)cccc2F)c2ccccc2[n+]1[O-]
  -4%, 3.9%
> CCc1cc2ccccc2nc1SCC(=O)N1CCN(C(=O)c2ccco2)CC1
  0%, 1.7%
> CC(C)CCN(CCC(C)C)C(CO)(CO)CO
  -1%, -4.8%
> Cc1ccc(CN2CCN(/N=C/c3ccc(C)s3)CC2)cc1
  -1%, -3.7%
> COc1ccc(-c2nn(-c3ccccc3)cc2/C=C2\N=C(c3ccccc3)OC2=O)cc1[N+](=O)[O-]
  1%, 2.4%
> Clc1ccccc1CSC1=NCCCN1
  ., 3.2%
> COc1ccccc1CNC(=O)c1cccc(C)c1
  2%, -2.2%
> O=C(COc1ccccc1[N+](=O)[O-])Nc1cc(-c2nc3ccccc3o2)ccc1Cl
  5%, -7.9%
> COc1ccc(C2CC(c3cccc(C)c3)n3ncnc3N2)cc1 (configuration not stated)
  -4%, -0.2%
> CC(C)(C)OC(=O)N1CCC(C(=O)N2CCCCCC2)CC1
  -6%, 4.9%
> O=C(Nc1ccc(N2CCCCC2)c(C(=O)O)c1)c1ccco1
  -3%, 5.6%
> O=c1ccc(=O)n(CN2CCOCC2)[nH]1
  1%, -5.0%
> O=C(Oc1ccc(/C=c2/sc3nc4ccccc4n3c2=O)cc1)c1ccccc1[N+](=O)[O-]
  4%, -6.3%
> CCN=C1SC(C(N)=O)CC(=O)N1CC (configuration not stated)
  -9%, 1.2%
> Cc1nnc(SCC(=O)Nc2nccs2)s1
  -10%, 3.6%
> COc1ccc(N(C(=O)c2ccc(Br)o2)C2C=CS(=O)(=O)C2)cc1 (configuration not stated)
  3%, -1.2%

Shown tab-delimited: 2 of the compounds above
SMILES	MKP-3 inhibition	Hsp70 inhibitors
O=C(O)/C=C/c1ccc(S(=O)(=O)NCc2cccnc2)cc1	4%	0.4%
CN1CCc2nc(SCCOc3ccccc3)c(C#N)cc2C1	3%	-2.5%

5 entries from above, as tab-separated lines:
SMILES	MKP-3 inhibition	Hsp70 inhibitors
CCSC1=C(C#N)C(c2ccc(O)cc2)C(C(=O)Nc2ccccc2)=C(C)N1 (configuration not stated)	29%	1.2%
O=C(COc1ccccc1[N+](=O)[O-])Nc1cc(-c2nc3ccccc3o2)ccc1Cl	5%	-7.9%
O=c1ccc(=O)n(CN2CCOCC2)[nH]1	1%	-5.0%
O=C(c1cccs1)N(CC1CCCO1)c1nc(-c2ccccc2)cs1 (configuration not stated)	-5%	0.9%
CCc1cc2ccccc2nc1SCC(=O)N1CCN(C(=O)c2ccco2)CC1	0%	1.7%

(continued)
Below each SMILES – MKP-3 inhibition, Hsp70 inhibitors
> CC(=O)Nc1ccc(S(=O)(=O)Nc2ccc(N3CCOCC3)cc2)cc1
  -10%, 0.8%
> O=C(/C=C1/Nc2ccccc2NC1=O)Nc1cccc(C(F)(F)F)c1
  3%, 1.1%
> Cc1cccc(OCC(=O)Nc2ccccc2N2CCCCC2)c1
  -7%, 1.6%
> O=C(O)C1(c2ccc3c(c2)OCCO3)CCCC1
  -3%, 0.2%
> CC(C)C(=O)Nc1cccc(S(=O)(=O)c2cccc(NC(=O)C(C)C)c2)c1
  -1%, 0.0%&-1.6%
> COc1ccccc1NC(=O)COc1ccc(Br)cc1C(C)(C)C
  -1%, 4.4%
> O=C(Nc1cnccn1)c1cccc(C(F)(F)F)c1
  -3%, -1.0%
> CCOP(=O)(OCC)C(NC(=O)Nc1ccc(Cl)cc1)C(N)=O (configuration not stated)
  4%, -5.2%
> CCOC(=O)C1=C(C)Nc2ncnn2C1c1cc(Br)ccc1F (configuration not stated)
  7%, 1.5%
> O=C(NCCc1ccncc1)Nc1ccccc1
  -7%, 2.4%
> O=C(c1ccccc1)N1CC(COc2ccccc2)OC(c2cccnc2)O1 (configuration not stated)
  -9%, 2.1%
> O=c1/c(=C/c2cc(Cl)c(OCCOc3ccccc3)c(Cl)c2)sc2nc3ccccc3n12
  -2%, -3.3%
> Cc1cc(I)c2c(c1)C1C=CCC1C(C(=O)O)N2 (configuration not stated)
  103%*, 24%
> COc1ccccc1-c1c(C)c(C)nc(N)c1C#N
  -2%, -1.1%
> CCOC(=O)C1=C(O)/C(=C/c2cccnc2)SC1=Nc1cccc2ccccc12
  23%, 5.7%
> CC1(c2ccccc2)NC(=S)N2C1NC(=S)N2c1ccccc1 (configuration not stated)
  ., 0.8%
> Cc1ccc(Cn2cccc2C2=NC(C)CO2)cc1 (configuration not stated)
  ., -3.3%
> CCn1c(SCC(N)=O)nnc1-c1ccc2[nH]c(C)c(C)c2c1
  -4%, -1.7%
> CS(=O)(=O)N(CC(=O)O)c1ccc(Br)cc1
  -1%, -2.8%
> CC(=O)c1cccc(NC(=O)c2ccc(N(Cc3ccccc3)S(C)(=O)=O)cc2)c1
  ., 3.0%
> COc1cccc(N(C(=O)CNC(=O)c2ccco2)C(C(=O)NC2CCCC2)c2ccncc2)c1 (configuration not stated)
  -10%, -2.1%
> Cc1nc2c3ccccc3n(CCN3CCCCC3)c2s1
  ., 0.3%
> Cc1ccc(-c2noc(CN(C(=O)C34CC5CC(CC(C5)C3)C4)C(C)C)n2)cc1
  5%, 4.0%
> CCc1nnc(SCC(=O)Nc2ccccc2)nc1CC
  -1%, 2.3%
> COC(=O)CCC(=O)Nc1ccccc1C(N)=O
  6%, 0.1%
> CCN(CC)CCCNS(=O)(=O)c1ccccc1[N+](=O)[O-]
  -1%, -5.2%
> COc1ccc(NC(=O)c2nn3c(C(F)(F)F)cc(-c4cccs4)nc3c2Br)c(OC)c1
  0%, 5.3%
> Cc1cc(N2CCCCC2)n2nc(C)c(-c3ccccc3)c2n1
  2%, -0.5%
> c1ccc2c(c1)[nH]c1c(N3CCCC3)ncnc12
  -11%, -1.4%
> Cc1nn(Cc2ccccc2)c(C)c1NC(=O)c1cc(-c2cccs2)on1
  -4%, -7.1%
> CSc1nnc(-c2ccccc2)o1
  0%, -0.5%
> CC1CCN(CCCNC(=O)c2ccc(CSCc3cccc(Cl)c3)o2)CC1
  ., -0.6%
> CC(=O)c1cc(C#N)c(SCC(=O)O)nc1C
  ., -4.9%
> COCCNC(=O)c1cc2n(n1)C(C(F)(F)F)CC(c1ccc(Cl)c(Cl)c1)N2 (configuration not stated)
  -6%, 2.9%
> CCCCOc1ccc(-c2nnc(-c3ccncc3)o2)cc1
  5%, 2.9%
> CN(C)c1cccc(NC(=O)c2ccc(C(C)(C)C)cc2)c1
  6%, 3.5%
> CCCC(CCC)C(=O)Nc1ccc2c(c1)N(C(=O)CN1CCN(C)CC1)c1ccccc1CC2
  5%, -1.6%
> COc1ccc(-c2nnc(NC(=O)c3ccc(S(=O)(=O)N4COCC4(C)C)cc3)o2)cc1
  -7%, -1.6%
> Cc1nn(C(=O)c2cccs2)c(C)c1CN1C(=O)c2ccccc2C1=O
  -8%, .
> Cc1cc(/C=c2\sc3nc4ccccc4n3c2=O)c(C)n1-c1cccc([N+](=O)[O-])c1
  -1%, 3.8%
> O=S(=O)(NC12CC3CC(CC(C3)C1)C2)c1ccc(Cl)cc1
  -2%, 4.5%
> CCOC(=O)C(CC)Oc1ccc2c(C(F)(F)F)cc(=O)oc2c1 (configuration not stated)
  -4%, -2.0%
> COc1cc(CN2CCN(Cc3cccc(F)c3)CC2)cc2c1OCO2
  1%, -0.3%
> O=C(C1CCCN1S(=O)(=O)c1ccc(Cl)c(Cl)c1)N1CCCCC1 (configuration not stated)
  2%, 1.9%
> Cn1c(SCC(=O)NC(=O)NCc2ccco2)nnc1C(F)(F)F
  ., -0.8%
> CCNc1nc(SCC(=O)OC)nc(N2CCOCC2)n1
  -6%, 15%
> COc1ccc(S(=O)(=O)N(CC(=O)NCC2CCCO2)c2ccccc2)cc1OC (configuration not stated)
  6%, 1.7%
> CS(=O)(=O)N(CC(=O)NCCSCc1cccc(Cl)c1)c1ccc2c(c1)OCO2
  -9%, 0.4%
> Cc1ccc(OCC(=O)O/N=C(\N)Cc2ccc(Cl)cc2)cc1
  ., 8.9%
> CCOC(=O)C(Cc1ccccc1)NS(=O)(=O)c1ccc(NC(C)=O)cc1 (configuration not stated)
  3%, 3.5%
> CCOc1ccc(/C(O)=C2/C(=O)C(=O)N(CC3CCCO3)C2c2ccco2)cc1 (configuration not stated)
  ., -2.4%
> CCC(=O)N1CCc2cc(Br)cc(S(=O)(=O)NCCN3CCCCC3CC)c21 (configuration not stated)
  -3%, 2.6%
> COCCNC(=O)CSc1nc2cc(OC)c(OC)cc2c(=O)n1Cc1ccco1
  2%, -1.9%

Records listed so far marked active in MKP-3 inhibition:
Below each SMILES – MKP-3 inhibition, Hsp70 inhibitors
> Cc1cc(I)c2c(c1)C1C=CCC1C(C(=O)O)N2 (configuration not stated)
  103%*, 24%

Source: PubChem BioAssay (Sanford-Burnham Center for Chemical Genomics)
